# Source: PubChem BioAssay (National Center for Advancing Translational Sciences (NCATS))
# IL-2 act: activators of IL-2. IL-2 activation reporter assay, cell-based qHTS; stimulated with anti-CD3/CD4/CD28 beads; in transgenic mouse T cells. activation, % (series mostly up to about 46 µM). hit rate 0.065% among 360,000; in the data active = activation above about 50%; inconclusive = mostly about 30% to 49%; note: 0% is about no effect
#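 Screening format: compound pinned onto unstimulated transgenic mouse T cells, 60 min incubation, then anti-CD3/anti-CD4/anti-CD28 bead stimulation for 18 hours at 37 degrees C, followed by EGFP and DsRed detection.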
# PLK1 PBD inh: blocks phosphopeptide binding to human PLK1 polo-box domain | Plk1 PBD binding of FITC phosphopeptide, fluorescence polarization | Potency, µM, without a hit: max response, negative = inhibition, hits mostly inhibitors | hit rate 2.8% among 360,000 | AID 720504; note: potency is the fitted concentration of half-maximal effect; series mostly up to about 57 µM; % is set by controls: 0 for no effect and ±100 for the full control effect; nearly all actives have a fitted effect of over 65% in size
# Target sequence (P53350 whole entry, looked up, the tested form may be a part): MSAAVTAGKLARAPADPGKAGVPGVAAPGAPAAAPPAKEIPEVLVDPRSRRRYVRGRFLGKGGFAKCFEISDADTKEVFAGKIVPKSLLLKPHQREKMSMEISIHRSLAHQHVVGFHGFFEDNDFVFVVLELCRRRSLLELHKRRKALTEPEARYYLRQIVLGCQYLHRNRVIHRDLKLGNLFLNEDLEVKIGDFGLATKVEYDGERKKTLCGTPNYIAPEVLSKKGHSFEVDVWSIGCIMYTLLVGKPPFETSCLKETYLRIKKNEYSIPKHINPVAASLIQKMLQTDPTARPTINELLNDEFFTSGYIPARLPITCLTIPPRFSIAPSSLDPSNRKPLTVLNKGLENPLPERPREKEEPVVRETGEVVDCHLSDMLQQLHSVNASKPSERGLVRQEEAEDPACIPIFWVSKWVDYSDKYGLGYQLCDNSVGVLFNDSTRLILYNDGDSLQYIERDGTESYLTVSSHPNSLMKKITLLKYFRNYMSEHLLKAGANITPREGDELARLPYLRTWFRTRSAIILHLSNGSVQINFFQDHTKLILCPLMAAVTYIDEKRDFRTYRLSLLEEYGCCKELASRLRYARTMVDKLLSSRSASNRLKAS
# PI5P4K alpha inh: blocks human PI5P4K alpha kinase activity. max response, %. PI5P4Kalpha enzyme, ADP-Glo luminescence, 60 min; active compounds read low. P48426. hit rate 1.2% among 330,000; active = max response of -50% or lower; inconclusive = between -30% and -50%; inactive = -30% or higher; note: value at the top dose of about 77 µM; % is set by controls: 0 for no effect and ±100 for the full control effect
#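 Controls without substrate or without enzyme flank wells where PI5P4Kalpha converts substrate using 5 microM ATP (final). Incubation lasts 60 minutes at room temperature; ADP formed is read by ADP-Glo luminescence.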
# GLP-1R agonist: GLP-1 receptor (human) agonism. hit rate 0.007% among 380,000. Potency, µM (top dose mostly 45.6 µM), for inactives: at the highest dose activation, hits mostly activators. AID 624172. P43220. HEK293 GLP-1R CRE-luciferase, luminescence, 4-6 h; cells express a hypersensitive GLP-1R form; note: potency is the fitted concentration of half-maximal effect; % of control where 0% means no effect
# WRN inhibitor: WRN helicase (human) inhibition. Q14191. hit rate 0.46% among 360,000. WRN helicase unwinding, fluorescent forked duplex, kinetic. Potency, µM (series often up to 114 µM), inactives show at the top dose activity change, negative = inhibition, hits mostly inhibitors; note: potency is the fitted concentration of half-maximal effect; % is set by controls: 0 for no effect and ±100 for the full control effect; nearly all actives have a fitted effect of over 55% in size
#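 Enzyme (20 nM final) and test compound sit together 15 min at room temperature before substrate addition. Substrate is a single-forked duplex oligonucleotide (100 nM) labelled with fluorophore and quencher, with 2 mM ATP; helicase unwinding raises red fluorescence, read kinetically.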
# HEK293 tox: cytotoxicity in counter-screen for GLP-1R inverse agonists; Potency, µM (top dose mostly 38.3 µM), for inactives: at the highest dose activity change, negative = inhibition, usual class: inhibitors; HEK293 cAMP-luciferase reporter cells, luminescence, 24 h; hit rate 0.13% among 410,000;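 note: loss of luciferase light is scored as toxicity; potency is the fitted concentration of half-maximal effect; % is set by controls: 0 for no effect and ±100 for the full control effect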
#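 MLSMR compounds, 24 hr on cells at 37 deg C/5% CO2; luminescence after luciferase reagent (12 min RT). Inhibition counted as the undesired cytotoxic outcome.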
# DRD3 antagonist: antagonists of human D3 dopamine receptor | P35462 | D3R cells, DiscoveRx beta-arrestin luminescence, antagonist mode; active compounds read low | max response, negative = inhibition, % | hit rate 2.5% among 360,000; in the data active = max response below about -50%; inconclusive = no clear call, values can overlap the other calls; note: % is set by controls: 0 for no effect and ±100 for the full control effect; mostly tested at two doses, the higher about 12 µM
# Target sequence (P35462 whole entry, looked up): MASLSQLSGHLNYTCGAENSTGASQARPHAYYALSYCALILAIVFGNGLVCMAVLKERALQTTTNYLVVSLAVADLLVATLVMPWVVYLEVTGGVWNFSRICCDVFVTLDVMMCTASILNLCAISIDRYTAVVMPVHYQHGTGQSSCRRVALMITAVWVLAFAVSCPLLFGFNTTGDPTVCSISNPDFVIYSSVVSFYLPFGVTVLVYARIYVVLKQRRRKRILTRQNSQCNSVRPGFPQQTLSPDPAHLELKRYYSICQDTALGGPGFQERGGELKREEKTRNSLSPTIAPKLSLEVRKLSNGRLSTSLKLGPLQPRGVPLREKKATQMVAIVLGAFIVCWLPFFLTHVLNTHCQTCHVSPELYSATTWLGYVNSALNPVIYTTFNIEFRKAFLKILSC
#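 Cells expressing the human receptor were seeded at 1500 cells/well, incubated overnight at 37 degrees C in 5% CO2, then exposed to library compounds with dopamine controls for 90 minutes at 37 degrees C before luminescent detection.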
# DRD3 agonist: activates the human D3 dopamine receptor | hit rate 0.58% among 410,000 | max activation, % | D3R DiscoveRx beta-arrestin cells, luminescence, 90 min | P35462; in the data active = max activation above about 30%; note: 0% is about no effect; mostly tested at two doses, the higher about 12 µM
#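 Agonist mode: compounds and dopamine controls were applied to plated cells for 90 min at 37 degrees C after an overnight attachment at 1500 cells/well. Luminescent read-out followed 30 - 60 minutes at room temperature with DiscoveRx detection reagent.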
# GLP1R inv ag: inverse agonists of human GLP-1 receptor; Potency, µM (doses to about 38.3 µM), inactives show at the top dose activity change, negative = inhibition, actives largely listed as inhibitors; AID 624417; hit rate 1.6% among 410,000; HEK293 GLP-1R CRE-luciferase, luminescence, 24 h; GLP-1R form is constitutively active; P43220; note: potency is the fitted concentration of half-maximal effect; % is set by controls: 0 for no effect and ±100 for the full control effect; nearly all actives have a fitted effect of over 55% in size
#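 GLP-1R inverse agonism mode: basal reporter luminescence in engineered HEK293 cells measured after one day of compound exposure at 37 deg C, with a 12 min room-temperature detection step.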
# * marks the source's active call; other numbers are inactive results; ? = inconclusive; . = not tested or not shown; [ ] = dose if it differs, or a comment. Unless noted, calls come from the whole dose curve; as a rule, active = well fitted curve in the direction sought with a large enough effect; inconclusive = small, poorly fitted or top-dose-only effect, or another doubt; inactive = no such curve, though single readings can be large; an effect the other way counts as inactive or inconclusive.
compound,IL-2 act,PLK1 PBD inh,PI5P4K alpha inh,GLP-1R agonist,WRN inhibitor,HEK293 tox,DRD3 antagonist,DRD3 agonist,GLP1R inv ag
Cn1ccc2c(-c3ccc(F)nc3)cc3c(c21)C1CCC3C1 (stereo not given),-0.9,-12%,19,16%,-16%,-3%,-15,-7,-26%
O=C(Nc1ccccc1)N(c1ccccc1)C1C=CS(=O)(=O)C1 (stereo not given),-0.9,7%,0,0%,-11%,1%,2,-6,12%
COC(=O)c1cc2c(ccn2-c2ccc(F)cc2)n1Cc1ccc(OC)cc1,-0.9,4%,11,5%,-15%[57.1 µM],4%[1.53 µM],-13,-5,?
O=C(NNC(=O)c1csc(N2CCOCC2)n1)c1cccnc1,2.3,-6%,-7,-7%,-1%,9%,13,0,10%
Oc1ccc(Cl)cc1CNCc1ccc(C(F)(F)F)cc1,0.1,-10%,13,18%,4%,6%,-29,-32,?
Cc1cc(=O)[nH]c(-c2ccccc2OC(F)(F)F)n1,1.4,-11%,1,1%,-5%,2%,0,4,0%
O=C(NCC(=O)N(c1cccc(F)c1)C(C(=O)NC1CCCC1)c1cccnc1)c1cccs1 (stereo not given),-1.8,4%,-3,4%,-2%,6%,7,-2,-3%
O=C(O)c1cc(-c2ccc3c(c2)OCCO3)n[nH]1,-0.8,-7%,-25,-1%,-17%,0%,7,-1,-19%
N/C(=N\OC(=O)c1ccccc1Cl)c1cccc([N+](=O)[O-])c1,-2.3,-18%,9,1%,-6%,0%,-11,1,22%
Cc1cs/c(=N\N=C2CCCCC2)n1Cc1ccco1,-1.5,-4%,2,19%,-10%,-2%,-7,1,?
N#Cc1ccc(CSc2nnc(NC(=O)C3CC(=O)N(c4ccc5c(c4)OCCO5)C3)s2)cc1 (stereo not given),-1.5,3%,3,2%,-9%,22%,0,0,20%
COc1ccc(CCNC(=O)c2ccc(Cl)c(S(=O)(=O)N3CCCC3)c2)cc1,-1.1,0%,-6,-6%,7%,-59%,10,4,?
Cc1ccc(OCC(=O)Nc2ccc(N(C)C)cc2)cc1,-0.2,-4%,-4,-16%,-6%,1%,-1,-7,-4%
COc1cccc(C(=O)N2CCN(CCCc3ccccc3)CC2)c1OC,1.6,-2%,.,19%,-3%,4%,?,29,1%
CC(C)CC(C(=O)O)N1C(=O)C2C3CC(C2C1=O)C1C(c2ccccc2)c2sc(=O)[nH]c2SC31 (stereo not given),-1.0,17µM*,-3,-5%,-28%,29%,-25,-2,16%
COc1ccc(C2SCC(=O)N2c2nc3ccccc3s2)cc1 (stereo not given),0.4,-4%,4,-2%,-8%,-9%,23,-1,?
CCCNc1c(F)c(F)c2c(C)c3ccccc3nc2c1F,-0.2,?,-66*,4%,?,86%[activator],0,-2,121%[activator]
CCOC(=O)Cc1csc(NC(=O)c2ccc3ncsc3c2)n1,-2.3,-18%,0,7%,-11%,-16%,-17,8,11%
CCCCNC(=O)CCCCC(=O)N/N=C/c1cccc(Cl)c1,-2.1,-8%,-1,-2%,6%,-12%,-9,4,-27%
O=S(=O)(Nc1nc(CN2CCOCC2)nc2sc3c(c12)CCCC3)c1cc(F)ccc1F,-2.1,-3%,.,0%,-5%,-9%,22,1,0%
CCOC(=O)c1c(C)[nH]c(N=Nc2cccc(C)c2)c1C,-3.6,-14%,.,5%,-24%,?,-19,-4,?
O=C(NC1CCCC1)C1CCCN1S(=O)(=O)c1cccc2cccnc12 (stereo not given),-1.0,-14%,4,6%,-1%,2%,-3,-12,13%
COc1ccc(OC)c(NC(=O)CSc2nnc(CNC(=O)c3cc(OC)c(OC)c(OC)c3)o2)c1,-0.9,-16%,3,-1%,-5%,-14%,2,-3,-11%
Cc1ccccc1Nc1nc(N)nc(COC(=O)[C@@H](NC(=O)c2c(F)cccc2F)C(C)C)n1,-0.8,-1%,4,22%,-18%,8%,-11,0,51%[activator]
O=[N+]([O-])c1ccccc1N/N=C/c1ccc2c(c1)OCO2,1.3,-2%,-9,0%,1%[57.1 µM],4%,2,-3,22%
O=C(Nc1cccc(F)c1)N1CCc2nc(NCc3cccc(Oc4ccccc4)c3)ncc2C1,-1.0,3%,-3,11%,4%[57.1 µM],-19%,2,4,?
Cc1ccc(NC(=S)NC(NC(=O)N(C)C)C(Cl)(Cl)Cl)cc1 (stereo not given),1.7,-24%,-14,-8%,-4%,?,5,0,?
O=C(O)/C(=C\c1ccccc1OC(F)F)c1ccc(-c2ccccc2)cc1,-0.8,?,0,-1%,-25%,6%,5,15,-18%
Cc1cc(C)cc(N(C(C)C(=O)N2CCOCC2)S(C)(=O)=O)c1 (stereo not given),1.8,-24%,-1,4%,-35%,11%,-4,-3,0%
Cc1ncc(CO)c2cc(C(N)=O)c(=Nc3ccccc3)oc12,-0.4,-3%,7,1%,-9%,2%,-27,-1,0%

compound,IL-2 act,PLK1 PBD inh,PI5P4K alpha inh,GLP-1R agonist,WRN inhibitor,HEK293 tox,DRD3 antagonist,DRD3 agonist,GLP1R inv ag
N#Cc1nccnc1N1CCN(C(=O)Nc2ccccc2)CC1,2.8,1%,0,-3%,-14%,-2%,-5,-2,23%
Nn1c(SCC(=O)N2CCCC2)nnc1-c1cccs1,0.1,-5%,5,5%,7%,5%,-21,-3,5%
COc1ccc(S(=O)(=O)NC(=O)C2(C)CCN2C(=O)CCc2ccc(Cl)cc2Cl)cc1 (stereo not given),1.3,-3%,-2,-7%,6%,0%,2,8,-9%
CC(=O)Nc1ccc(SCC(=O)OCC(=O)NC(=O)NCCC(C)C)cc1,0.7,-18%,-3,3%,15%,0%,-6,-2,-13%
C[C@H]1CN([C@@H](C)CO)S(=O)(=O)c2ccc(C#CC3CC3)cc2O[C@@H]1CN(C)S(C)(=O)=O,-1.7,-9%,1,8%,-6%,2%,2,5,-1%
CCOC(=O)/C(=N\Nc1ccc(Cl)cc1)Sc1nnc(-c2ccc(OC)cc2)n1C,-6.8,-6%,-2,1%,-20%,2%,-1,-19,0%
Cc1ccc(C2=NS(=O)(=O)N(C)C(C(=O)NCc3ccc4c(c3)OCO4)=C2)cc1,-0.7,-6%,-1,8%,-2%,4%,-21,-2,-35%
CC(C)OCCCNc1ncnc2c1[nH]c1ccc(F)cc12,-0.2,-4%,12,-1%,-16%,-27%,-15,2,?
O=C(Nc1ccn(Cc2ccccc2F)n1)c1ccc(COc2cccc(Br)c2)cc1,-1.6,5%,3,-11%,-11%,-2%,-8,-1,3.2µM*
CC(C)Oc1ccc(S(=O)(=O)N2CCCCC2)cc1NC(=O)C1CSC2(C)CCC(=O)N12 (stereo not given),-0.6,-10%,0,-1%,-3%,2%,-22,-7,0%
COc1cc2c(cc1OC)C(c1ccccc1N)=NCC2,-1.7,-8%,-7,15%,11%,1%,3,0,1%
COCCNC(=O)C(c1cccc(OC)c1)N(Cc1cccs1)C(=O)Cn1nnc2ccccc21 (stereo not given),-0.2,-6%,1,-5%,7%,7%,-10,0,2%
O=C(COC(=O)c1cncc(Br)c1)NCc1ccc(F)cc1,1.0,-7%,-4,-3%,-4%,-8%,6,3,20%
Cc1ccc(CN(C)C(=O)C2CCCN2C(=O)c2cccs2)o1 (stereo not given),1.4,-27%,.,-3%,-3%,0%,7,18,-1%
CCOC(=O)N1CCC2(CC1)C(C#N)=C(N)Oc1c2c(C)nn1-c1cccc(Cl)c1,-1.7,?,.,-8%,-32%,-10%,-16,-11,6%
CCS(=O)(=O)c1ccc2oc(SCC(=O)Nc3ccc(OC)cc3OC)nc2c1,0.6,0%,-9,7%,6%,1%,-8,-1,29%
COc1ccccc1CN1CCN(C(=O)c2ccncc2)CC1,-0.8,-1%,1,-5%,-11%,-38%,?,-6,-93%
CCOc1ccc(OCc2ccc(C(=O)N(CC)CC)cc2)cc1,-3.4,-10%,1,2%,4%,-9%,-4,3,?
CC(C)n1c(=S)[nH]c2cc(C(F)(F)F)ccc21,-0.1,-25%,-2,18%,3%,-5%,3,5,?
Cc1c(C(=O)N(Cc2ccccc2)C2CCS(=O)(=O)C2)oc2ccccc12 (stereo not given),-0.8,-11%,0,4%,-2%,-3%,2,-3,?
CCCNc1c(NC(=O)c2ccc3c(c2)OCO3)c(=O)oc2ccccc12,-2.3,-18%,3,-4%,1%,-3%,4,6,-19%
O=C(Nc1nc(-c2ccc(Cl)s2)cs1)c1cccs1,1.9,?,.,-5%,-29%,-14%,7,-7,?
CC(=O)Nc1ccc(OCC(=O)NCCc2ccc(Cl)cc2)cc1,0.1,-8%,1,0%,4%,0%,31,2,15%
COc1cc(-c2coc3c(C(=O)NCc4ccncc4)cccc23)ccc1O,-0.7,-11%,-4,4%,-23%,-8%,14,19,-31%
CCN1CCN(S(=O)(=O)c2ccc(Cl)c(C(=O)Nc3nnc(CC(C)C)s3)c2)CC1,2.4,-1%,-3,-4%,2%,-9%,-6,7,?
COc1ccc(NC(=O)C2CCCN2C(=O)NC2CCCCC2)c(OC)c1 (stereo not given),-0.4,5%,-3,2%,-1%[57.1 µM],-7%,10,6,15%
Cc1ccc(CN2CCSc3ccc(C(=O)NCCCN4CCN(C)CC4)cc32)cc1,-0.9,-1%,-5,30%,0%,?,12,-6,5.6µM*
CNC(=O)/C(C#N)=C/c1ccc(-c2ccccc2[N+](=O)[O-])o1,2.2,-14%,-6,17%,?,-16%,-6,-8,89%[activator]
CCn1cnc2c1c(=O)n(CC(=O)OC)c(=O)n2Cc1ccccc1,0.7,-6%,-5,0%,8%,3%,-8,2,9%
CN(/N=C/c1cccnc1)c1cnc2ccccc2n1,1.2,-10%,4,15%,-13%,8%[0.307 µM],4,0,21%[0.307 µM]
